Assay outcomes from PubChem BioAssay.
HIF-2a block: HIF-2a reporter inhibitors, primary screen, luminescence, 786-0 RCC cells; 786-0 RCC cells HIF-2a reporter, luciferase luminescence, overnight; inhibition, % at 18.8 µM; AID 624352, 2012; 360,000 tested, 0.72% active;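 active = inhibition of the luminescence signal of 40% or more relative to plate controls, in a single-dose primary screen at 18.75 µM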
CaV13 FRET inh: Disruptors of the CACNA1D IQ motif to Ca2+-dependent inactivation inhibitor domain association, primary screening, Förster resonance energy transfer in intact living …. HEK cells, CFP/YFP FRET ICDI-IQ, plate reader, 10 min; percent FRET-ratio fall versus neutral wells. inhibition, % at 12.3 µM. 340,000 tested, 0.098% active;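 active = mean replicate inhibition of at least 30% and at least 1% of replicates passing that level; inconclusive = only one of the two criteria is met; inactive = neither criterion is met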;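 also: 0% = median of the neutral control wells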
Vif inh: HIV Vif self-association inhibitors, primary screen, imaging, HEK293T, single point; inhibition, % at 7.49 µM; HEK293T cells, Vif self-association by quenched fluorescence, 24 h; AID 602346, 2012; 340,000 tested, 0.35% active; in the data active = inhibition above about 50%, passing the limit was not always enough; inconclusive = no clear call, values can overlap the other calls; inactive = below about 31%; also: some results filed as inactive read as strong as hits
Peg3 promoter: Peg3 promoter-driven luciferase inhibitors, primary screen, cell-based, HeLa, luciferase luminescence | HeLa PEG-Prom luciferase reporter, overnight | inhibition, % at 20 µM | 360,000 tested, 1.7% active;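 active = inhibition of at least 50% at 20 µM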
PDI turbidity: inhibitors of human PDI, primary screen, biochemical, turbidity, single point, plate reader | PDI insulin aggregation turbidity, A650, 90 min | inhibition, % at 10 µM | 350,000 tested, 0.052% active | AID 588391, 2011;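 active = mean inhibition across replicates of 30% or more, whatever share of single replicates reach that level; inconclusive = mean inhibition below 30% while every single replicate reaches 30%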;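 also: absorbance from insulin aggregation driven by PDI reduction with DTT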
Target sequence (P07237 whole entry, looked up): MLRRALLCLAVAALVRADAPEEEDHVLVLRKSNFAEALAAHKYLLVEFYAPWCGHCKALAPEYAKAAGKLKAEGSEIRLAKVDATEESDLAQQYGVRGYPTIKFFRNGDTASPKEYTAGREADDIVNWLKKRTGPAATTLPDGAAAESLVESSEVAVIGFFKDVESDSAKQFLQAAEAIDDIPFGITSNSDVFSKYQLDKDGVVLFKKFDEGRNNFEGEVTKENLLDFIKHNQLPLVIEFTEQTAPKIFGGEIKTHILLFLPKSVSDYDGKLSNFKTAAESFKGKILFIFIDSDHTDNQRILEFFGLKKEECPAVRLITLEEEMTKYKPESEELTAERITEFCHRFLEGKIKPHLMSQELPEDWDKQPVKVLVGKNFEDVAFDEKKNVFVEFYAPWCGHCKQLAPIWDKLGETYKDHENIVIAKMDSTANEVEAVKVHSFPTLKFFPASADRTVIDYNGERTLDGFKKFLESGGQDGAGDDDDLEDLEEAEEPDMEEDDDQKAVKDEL
NR2E3 ag-1: inhibitors of NR2E3-RetCOR corepressor binding, primary screen, NR2E3 agonist project, biochemical, TR-FRET, GST-NR2E3, biotin-RetCOR; 320,000 tested, 0.12% active; AID 2300, 2010; 1536-well; Photoreceptor-specific nuclear receptor (Homo sapiens), Q9Y5X4; inhibition of corepressor binding, % at 4.78 µM;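 active = percent inhibition above the cutoff of mean plus 3 SD of all tested compounds, set per screening campaign, cut at about 20% in these data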;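 also: 0% = DMSO wells and 100% = biotin wells as full block of FRET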
Target sequence (Q9Y5X4 whole entry, looked up): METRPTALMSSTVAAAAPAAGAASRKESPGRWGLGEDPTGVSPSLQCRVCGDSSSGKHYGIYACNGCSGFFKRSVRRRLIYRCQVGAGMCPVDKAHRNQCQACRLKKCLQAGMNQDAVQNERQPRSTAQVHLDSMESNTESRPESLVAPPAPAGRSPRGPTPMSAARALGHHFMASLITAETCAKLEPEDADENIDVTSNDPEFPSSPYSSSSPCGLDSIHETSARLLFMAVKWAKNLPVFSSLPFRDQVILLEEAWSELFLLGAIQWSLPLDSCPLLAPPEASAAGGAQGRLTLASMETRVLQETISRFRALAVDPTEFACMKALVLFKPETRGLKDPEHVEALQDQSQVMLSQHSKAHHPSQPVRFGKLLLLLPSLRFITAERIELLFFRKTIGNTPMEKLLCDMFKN
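Material: NR2E3–RetCOR corepressor complex | Quantity: 1.35 nM GST-tagged NR2E3 final | Schedule: 5 h at 4 °C | Replication: Singlicate compound wells | Reagent: RetCOR corepressor, biotinylated, 7 nM | Controls: Biotin wells as high control, 0.6% DMSO wells as low control | Signal: TR-FRET, Eu(K)-anti-GST donor, streptavidin-D2 acceptor, ex 340, em 617/671 nm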
KKLEB cytotox: cytotoxicity in KKLEB CF airway cells, primary screen, cytotoxicity control for CF NF-kB inhibitor project, cell-based, uHTS, fluorescence assay plates. KKLEB CF airway cells viability, ATPlite luminescence, overnight; hits give low values; cells stimulated with P. aeruginosa culture filtrate. activity change (cytotoxicity), % at 5 µM. 360,000 tested, 0.36% active. AID 602141, 2011;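 active = corrected activity change at or below -50% at 5 µM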
CF NFkB inh: inhibitors of PAF-induced NF-kB signaling, primary screen, cell-based, GFP fluorescence, uHTS; KKLEB NF-kB-GFP reporter, GFP fluorescence overnight; inhibition, % at 5 µM; 360,000 tested, 0.86% active; AID 588850, 2011;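 active = at least 50% inhibition at 5 µM, scaled per plate between neutral and stimulator controls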;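 also: PAF is a Pseudomonas aeruginosa culture filtrate used as stimulus; plate controls were PAF-stimulated DMSO wells for no effect and unstimulated DMSO wells for full effect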
NR2E3 ag-2: NR2E3 agonists in two-hybrid cells, primary screen, cell-based, luminescence, CHO-S, Gal4-NCOR/VP16-NR2E3; Photoreceptor-specific nuclear receptor (Homo sapiens), Q9Y5X4; luciferase; inhibition of corepressor binding, % at 3.98 µM; 360,000 tested, 0.35% active; AID 602229, 2012;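 active = inhibition above the mean of all tested compounds plus 3 SD, cut at about 70% in these data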;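 also: 0% = DMSO with NR2E3 transfected cells and 100% = cells lacking NR2E3 construct; higher means lower luciferase signal from less NR2E3 corepressor binding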
Shn3 3UTR inh: reduction of Shn3 3'UTR firefly luciferase signal, primary screen, Schnurri-3 inhibitor project, cell-based, Clone20 osteoblasts, set 2; 360,000 tested, 0.52% active; AID 588674, 2011; inhibition, % at 12.5 µM; Clone20 osteoblast Shn3 3'UTR firefly luciferase, 24 h;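 active = mean inhibition of at least 75% with every replicate also reaching 75%; inconclusive = mean inhibition at least 75% but some replicate below; inactive = mean inhibition below 75%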;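 also: 0% = median of neutral control wells and 100% = pilot-screen positive control compound; some compounds past the cut are filed as inactive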
MITF TRPM1 inh: inhibitors of MITF-dependent TRPM1 promoter reporter, primary screen, cell-based, SK-MEL-5, single point, luciferase | SK-MEL-5 TRPM1 promoter luciferase, 24 h | inhibition, % at 12.5 µM | 330,000 tested, 0.83% active | AID 488899, 2010;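 active = mean inhibition across replicates of 60% or more, whatever share of single replicates reaches that level; inconclusive = some that reach 60%, reason not given; inactive = mean inhibition across replicates below 60%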; also: values of inactives mirror those of a sister screen read the other way
Starred values were filed as active, the others as inactive; ? = inconclusive; / = not tested or not shown. Not a hit list; 3.3% or so of the library scored in one or more.

SMILES,HIF-2a block,CaV13 FRET inh,Vif inh,Peg3 promoter,PDI turbidity,NR2E3 ag-1,KKLEB cytotox,CF NFkB inh,NR2E3 ag-2,Shn3 3UTR inh,MITF TRPM1 inh
C=CCSc1nccc(-c2nn(-c3ccc(C)cc3)ccc2=O)n1,16,1,/,32,-7,1,-7,-6,-79,7,-2
Cc1ccc(S(N)(=O)=O)c(C)c1-n1cnnn1,10,-7,2,6,-3,0,20,9,-35,15,0
CC(C)(C)n1nnnc1C(c1ccncc1)N(Cc1ccccc1)Cc1ccco1 (configuration not stated),18,-5,/,0,4,-4,3,-4,-29,9,10
CCCCNC1=C(Br)C(=O)CC(C)(C)C1,1,-5,-1,16,-1,2,5,-3,24,5,0
CCCC(=O)NCCc1nc2cc([N+](=O)[O-])ccc2n1C,9,-5,15,13,-4,0,3,1,-10,-19,-8
COc1ccccc1-n1cc(CN2CCCC(CO)(Cc3cccc(Cl)c3)C2)cn1 (configuration not stated),7,-6,9,17,1,-4,-4,8,3,14,-7
CC(=O)N1C(=O)/C(=C2\SC(=S)N(NC(=O)c3ccc(O)cc3)C2=O)c2ccccc21,19,-19,-9,20,9,3,4,8,-15,1,-5
Cc1ccc(/C=N/n2c(C3CCCCC3)n[nH]c2=S)s1,22,-10,3,15,-5,-3,-2,17,-2,5,-18
Cc1cc(C(=O)N2CCC(C)(C(=O)NS(=O)(=O)C3CC3)C2)n(C(C)(C)C)n1 (configuration not stated),7,-12,-6,-6,-8,/,9,-7,-38,-13,/
CC(=O)Nc1ccc(S(=O)(=O)NCCC(=O)N2CCc3ccccc32)cc1,12,-4,?,-7,2,4,10,2,-13,-4,-11
Cc1cnc(C(=O)OCC(=O)Nc2cc(-c3cc(C)c(C)cc3C)nn2-c2ccccc2)cn1,-24,-12,-15,5,-2,-5,-1,-25,-5,2,8
CC1(c2ccccc2)NC(=O)N(CC(=O)NNC(=O)c2cccc(Cl)c2)C1=O (configuration not stated),-4,-6,19,-12,2,2,6,-2,-20,-2,-1
Cc1cc(NC(=O)c2ccc(F)c(S(=O)(=O)N3CCCCC3)c2)no1,10,-4,/,18,7,/,1,5,-12,6,0
COc1ccc(S(=O)(=O)N2CCC3(CC2)OCCN3S(=O)(=O)c2ccc(C)cc2)cc1OC,1,-6,4,-4,-1,0,-10,21,3,1,1
O=C1CCc2cc(S(=O)(=O)N3CCC(C(=O)Nc4nccs4)CC3)ccc2N1,6,-7,-6,14,-1,2,-3,-12,-14,-8,-7
COc1ccccc1C(=O)NCCN1CCN(C(=O)c2ccccc2OC)CC1,12,-6,/,10,-6,2,-11,-8,7,-4,3
Cc1ccccc1-c1noc(-c2ccc(O)cc2)n1,-374,-7,-10,-296,-5,0,1,-14,-110,-51,-76
CC(C)/C=N/NC(=O)c1cc(Br)ccc1O,-4,-5,13,14,0,5,0,10,-3,-14,-4
CCOC(=O)c1ccccc1NC(=O)Cc1ccccc1OC,19,-4,0,10,-4,-1,1,-9,-21,-9,3
CC(C)(O)CC[C@@H](O)[C@](C)(O)[C@H]1CC[C@@]2(O)C3=CC(=O)[C@@H]4C[C@@H](O)[C@@H](O)C[C@]4(C)[C@H]3CC[C@]12C,3,-5,0,-1,2,-10,-42,15,-24,-6,-8
CC(=O)c1cccc(NC(=O)Nc2cccnc2)c1,-7,-9,/,-19,-2,2,-5,57*,-34,13,-6
Cc1ccc(CCNC(=O)C2CCCN(S(=O)(=O)c3cccc4nsnc34)C2)cc1 (configuration not stated),12,-2,-6,5,9,3,5,-3,-13,1,10
O=C1c2ccccc2C(=O)N1CCCn1nnc(-c2ccc(N3CCOCC3)cc2)n1,10,-5,1,9,2,3,-2,10,-19,7,-1
Cc1ccc(C)c(C(=O)COC(=O)c2cc(S(=O)(=O)N3CCOCC3)ccc2F)c1,19,-5,11,11,-4,/,-6,2,-13,-3,/
O=C(c1ccccc1Sc1ccccc1[N+](=O)[O-])N1CCCCC1,20,-7,3,16,1,-2,0,6,-19,7,5
C=CCN(C(=O)c1ccccc1)c1ccc(OC)cc1,-18,-4,-8,5,2,1,-5,10,-13,-7,2
O=C(c1ccc(F)cc1)c1c[nH]c(C(=O)NCc2ccco2)c1,-6,-1,-3,-15,-1,5,-5,40,-8,3,8
Cc1ccccc1C[n+]1cccc2ccccc21,9,-7,-15,4,-7,-3,-12,6,-3,2,15
O=S(=O)(c1ccc(-c2cn3ccccc3n2)cc1)N1CCOCC1,-47,-4,4,-33,2,1,-5,-18,-44,-22,-17
CC(C)Oc1ccc(Cc2cnc(=S)[nH]c2N)cc1,-7,-3,6,11,-1,-1,-2,4,-35,0,8
CC1CCN(CC(=O)Nc2ccc(S(=O)(=O)N3CCC(C)CC3)cc2)CC1,8,-4,14,25,-1,0,6,17,1,14,-6
Nc1c(S(=O)(=O)c2cccs2)c2nc3ccccc3nc2n1CC1CCCO1 (configuration not stated),18,-9,/,18,13,4,6,9,-12,11,0
NC(=O)Nc1ccccc1C(=O)Nc1ccc2ccccc2c1,-27,-5,23,-8,-2,5,-3,-4,27,4,7
COc1ccc2c(c1)C(=O)c1ccccc1CO2,-230,/,-8,-272,10,2,2,0,-114,-65,-70
Cc1ccc(OCc2nnc(NC(=O)c3ccco3)s2)cc1,-10,-5,-15,-17,-6,2,6,4,-8,-1,3
CCOC(=O)c1ccc(NC(=O)NCc2ccccc2OC)cc1,-6,0,-8,11,-3,2,2,-6,-20,5,-12
Cc1noc(NS(=O)(=O)c2ccc(NC(=O)/C=C/c3ccccc3)cc2)c1C,5,-16,7,2,12,/,17,-31,-3,-1,-3
CCOc1cc(C(=O)N2CCN(c3ccccc3)CC2)cc(OCC)c1OCC,10,-5,6,15,-7,-1,2,10,-14,-5,4
CCn1c(=O)cc(SCC(=O)Nc2ccc(C)cn2)c2ccccc21,-357,-5,-3,83*,-6,-5,8,49,74*,-79,-1
CCOc1ccc(-c2nc(CSc3nnc(C)s3)cs2)cc1OC,-93,-5,1,-98,-2,2,-12,22,-50,-33,-19
O=C(CCCNS(=O)(=O)c1ccc(F)cc1)Nc1ccc(F)cc1,5,-4,2,9,2,1,0,-20,-2,19,5
Cc1cccc(/C(N)=N/OC(=O)CCCc2ccccc2)c1,-197,-7,2,-135,-3,-2,-12,22,-37,-27,-15
Cc1cccc(CSc2ccc(S(=O)(=O)N3CCCC3)cn2)c1,-24,-3,-3,11,6,3,-19,21,38,-22,7
Nc1nnc(-c2ccccc2[N+](=O)[O-])o1,9,-2,-1,-13,-11,1,-17,12,-70,0,12
COc1ccc(OCCn2c(C)c(/C=N/n3cnnc3)c3ccccc32)cc1,4,/,?,-5,-23,-1,-2,-3,-37,18,5
CCOc1ncccc1C(=O)OCC(=O)Nc1c(C)cc(C)cc1C,7,-8,-2,4,0,-2,2,3,-6,-5,0
CC1CCCC(NC(=O)CN(C)S(=O)(=O)c2cccc3cccnc23)C1C (configuration not stated),11,18,-3,9,-7,2,-1,8,3,10,18
CCCCn1c(NCc2ccc(N(C)C)cc2)nc2ccccc21,-26,-6,-3,-19,3,0,-3,23,-13,9,-7
Cc1cc(NC(=O)CSc2nc3c(C)cccc3cc2C)no1,10,-7,13,5,9,1,-8,20,-21,-6,-3
COc1ccc(S(=O)(=O)N2CCC(C(=O)NCCC(=O)NCc3cccc(OC)c3)CC2)cc1,6,-7,-5,14,-4,1,7,10,-2,-8,8
N=c1c2c3c(sc2ncn1CCN1CCOCC1)CCCCC3,3,-5,11,5,1,1,-3,8,17,-3,0
C=CCn1c(CCC)nc2ccccc21,6,-3,-5,2,-4,-1,-7,-5,-6,13,3
Cc1cccn2c(=O)c3cc(C(=O)NC4CCCCC4C)n(C)c3nc12 (configuration not stated),-26,-2,-7,-34,-6,-2,-2,-3,-10,-18,-6
